PglD inh – C. jejuni PglD acetyltransferase inhibitors, primary screen, biochemical, DTNB colorimetric, single point. UDP-N-acetylbacillosamine N-acetyltransferase PglD (Campylobacter jejuni). purified PglD enzyme, DTNB colorimetric CoA detection. inhibition, % at 12.5 µM. 360,000 compounds, 0.098% hits. AID 602405, 2012; in the data active means inhibition above about 16%, passing the limit was not always enough; further: strong numbers were not always called active
RAD54 branch – inhibitors of human RAD54 branch migration, primary screen, biochemical, fluorescence, single point; inhibition, % at 10.4 µM; DNA repair and recombination protein RAD54-like (Homo sapiens), Q92698; AID 602329, 2012; RAD54 Holliday junction branch migration, FAM/BHQ fluorescence; 360,000 compounds, 0.14% hits;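 active means mean normalized replicate activity at least 40 and at least half of replicates scoring 40 or more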;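 further: 0% = median of neutral control wells and 100% = median of positive control wells; inhibitors cause a drop in the FAM fluorescence signal; in these data hits start at about 50%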
RAD52 anneal inh – RAD52 DNA annealing inhibitors, primary screen, biochemical, FRET, single point, set 2; recombinant RAD52 DNA annealing, FRET fluorescence; DNA repair protein RAD52 homolog (Homo sapiens), P43351; inhibition, % at 18.7 µM; 360,000 compounds, 0.46% hits;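 active means every replicate showing at least 50% inhibition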
Target sequence (P43351 whole entry, looked up): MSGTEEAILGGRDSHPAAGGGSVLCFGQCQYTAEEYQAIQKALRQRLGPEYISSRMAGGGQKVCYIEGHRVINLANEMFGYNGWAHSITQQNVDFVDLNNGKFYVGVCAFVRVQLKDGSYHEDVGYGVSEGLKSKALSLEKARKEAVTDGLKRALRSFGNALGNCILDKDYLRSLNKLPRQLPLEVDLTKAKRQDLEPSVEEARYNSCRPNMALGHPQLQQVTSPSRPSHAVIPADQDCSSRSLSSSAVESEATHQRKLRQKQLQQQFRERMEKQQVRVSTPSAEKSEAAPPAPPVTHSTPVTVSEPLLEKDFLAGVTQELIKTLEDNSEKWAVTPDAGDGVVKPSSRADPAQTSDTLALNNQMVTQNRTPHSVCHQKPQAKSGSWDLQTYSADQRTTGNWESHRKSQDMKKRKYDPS
ERAP1 inh – human ERAP1 aminopeptidase inhibitors, primary screen, biochemical, single point, plate reader. Endoplasmic reticulum aminopeptidase 1 (Homo sapiens), Q9NZ08. recombinant ERAP1, Leu-AMC fluorescence, 60 min. inhibition, % at 10.7 µM. 340,000 compounds, 0.15% hits. AID 652197, 2013;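 active means mean replicate inhibition of at least 30%, or all replicates individually reaching that 30% level; inactive means mean below 30% and not every replicate reaching it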;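 further: 0% = neutral control wells and 100% = L-leucinethiol positive control wells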
miR122 inh – miR-122 Renilla sensor signal increase in Huh7, primary screen, miR-122 inhibitor project, cell-based, single point, plate reader. Huh7 miR-122 Renilla luciferase sensor, 48 h; neutral wells = 0, positive control = 100. 340,000 compounds, 0.3% hits. activation (reporter increase), % at 12.5 µM. AID 602342, 2012;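 active means mean replicate activation score at least 90 and every replicate individually at or above 90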;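 further: higher luciferase means less miR-122 activity so hits act as miR-122 inhibitors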
Cneo AK release – Cryptococcus neoformans cell lysis inducers, primary screen, AK release luminescence, single concentration; C. neoformans lysis, adenylate kinase release luminescence, 4 h; normalised: neutral wells 0, clomiphene wells 100; lysis activity, % at 15 µM; 360,000 compounds, 0.2% hits;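 active means mean lysis activity across replicates of at least 80%, whatever share of replicates individually reach that level; inactive means mean lysis activity below 80%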
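Schedule: static 4 h at 37 °C with compound, 1 h detection; system: C. neoformans cells; benchmarks: Clomiphene as positive control; buffer or medium: fresh YPD medium; measure: luminescence rise reflecting yeast cell lysis; measured by: luminescent adenylate kinase detection reagent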
E-sel inducer – E-selectin induction in HUVECs, primary screen, imaging, HUVEC, immunofluorescence imaging, single point. P16581. normalized: neutral wells 0, TNF-alpha wells 100. activation, % at 7.58 µM. 260,000 compounds, 0.37% hits;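 active means mean E-selectin-positive cell signal at least 10% of the positive control, reached in at least 60% of replicates, without over 20% cell loss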;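 further: in these data hits start at about 27%; measured in HUVEC primary endothelial cells; signal is the percent of cells scored E-selectin positive by PE staining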
Target sequence (P16581 whole entry, looked up): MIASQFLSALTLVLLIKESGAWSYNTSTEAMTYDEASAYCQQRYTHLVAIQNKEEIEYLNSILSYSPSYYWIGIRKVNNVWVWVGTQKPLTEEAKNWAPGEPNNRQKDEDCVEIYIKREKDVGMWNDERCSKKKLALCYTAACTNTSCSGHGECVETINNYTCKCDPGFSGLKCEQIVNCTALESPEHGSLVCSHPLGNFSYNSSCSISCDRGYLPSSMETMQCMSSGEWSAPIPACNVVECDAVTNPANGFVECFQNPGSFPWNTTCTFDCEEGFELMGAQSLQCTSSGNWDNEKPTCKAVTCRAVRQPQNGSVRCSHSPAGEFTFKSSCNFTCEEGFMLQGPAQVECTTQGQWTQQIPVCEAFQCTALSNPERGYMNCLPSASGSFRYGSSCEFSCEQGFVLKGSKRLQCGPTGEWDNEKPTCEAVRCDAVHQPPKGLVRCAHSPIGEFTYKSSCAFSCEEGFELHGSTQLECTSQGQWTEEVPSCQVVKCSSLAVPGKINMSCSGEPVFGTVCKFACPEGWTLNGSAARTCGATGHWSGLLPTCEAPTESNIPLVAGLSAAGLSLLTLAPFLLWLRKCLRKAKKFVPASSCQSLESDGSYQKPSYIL
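Read-out basis: % PE-positive cells; Test system: HUVEC primary endothelial cells; Technique: immunofluorescence imaging; Dosing: single-point compound dose.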
PGC1a acetyl inh – inhibitors of PGC1a acetylation signal, primary screen, cell-based, U2OS, AlphaScreen, inhibitor mode. AID 651687, 2012. inhibition, % at 15.6 µM. 350,000 compounds, 0.17% hits. AlphaScreen anti-acetyl-lysine; with virally co-expressed GCN5 acetyltransferase;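 active means every replicate shows inhibition of at least 40%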;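 further: 0% = neutral control wells and 100% = positive control wells; some results beyond the cut were filed as inactive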
An asterisk follows results filed as active; . = no result given; & = joins results of further samples; [ ] = dose if it differs, or a comment.

Sample of the layout:
Structure	PglD inh	RAD54 branch	RAD52 anneal inh	ERAP1 inh	miR122 inh	Cneo AK release	E-sel inducer	PGC1a acetyl inh
Cc1ccc(S(=O)(=O)N2CCN(C(=O)c3cc(=O)c4ccccc4o3)CC2)cc1	.	.	-18	-2	.	.	-3.5	-8
CCN(/N=C/c1ccccc1)c1cc(=O)n(C)c(=O)[nH]1	0	4	.	.	-1	0	0.1	8
C[C@@H]1CN([C@@H](C)CO)C(=O)Cc2cc(NS(C)(=O)=O)ccc2O[C@H]1CN(C)C(=O)Nc1ccc(F)cc1	-2	9	1	0	-3[16.7 µM]	-3	-23	6

This part in full, previewed entries included:
Structure	PglD inh	RAD54 branch	RAD52 anneal inh	ERAP1 inh	miR122 inh	Cneo AK release	E-sel inducer	PGC1a acetyl inh
Cc1ccc(S(=O)(=O)N2CCN(C(=O)c3cc(=O)c4ccccc4o3)CC2)cc1	.	.	-18	-2	.	.	-3.5	-8
CCN(/N=C/c1ccccc1)c1cc(=O)n(C)c(=O)[nH]1	0	4	.	.	-1	0	0.1	8
C[C@@H]1CN([C@@H](C)CO)C(=O)Cc2cc(NS(C)(=O)=O)ccc2O[C@H]1CN(C)C(=O)Nc1ccc(F)cc1	-2	9	1	0	-3[16.7 µM]	-3	-23	6
O=C(Oc1ccc(N(C(=O)c2ccncc2)S(=O)(=O)c2ccc(F)cc2)cc1)c1ccncc1	-3	-11	-7	1	3	-1	.	.
CN1C(=O)[C@H]2[C@@H](c3ccc(C(F)(F)F)cc3)N[C@]3(CCCN(Cc4ccc(Br)cc4)C3=O)[C@H]2C1=O	8	2	2	3	-11	2	0.9	-1
CCc1ccccc1NC(=O)Cn1nnc(C(=O)NCc2cccc(OC)c2)c1N	1	6	0	1	39	0	.	.
COc1ccc(C(=O)Nc2ccc3c(c2)C(=O)N(C)[C@H]2CC[C@@H](CC(=O)NCC4CC4)O[C@@H]2CO3)cc1	-4	6	4	2	.	-3	-0.3	.
O=C(COc1ccccc1Cl)N1CCN(c2ccc([N+](=O)[O-])c(N3CCCCC3)c2)CC1	-1	-1	-7	-3	-7	-3	.	6
O=C(COc1ccc(Br)cc1)NCCNC(=O)c1ccncc1	3	1	1	0	-9	0	-0.6	-21
O=C(C[C@H]1CC[C@@H](NC(=O)Nc2ccc3c(c2)OCO3)[C@@H](CO)O1)NCc1ccccc1	1	-21	-9&-7	1&-1	.	-1	-1.8&-0.2	6
O=C(NCCS(=O)(=O)N1CCCC1)c1ccccc1	-5	-11	-7	-2	-1	1	0.0	-8
COc1ccc(N2CCN(C(=O)COC(=O)c3cccc(OC)c3O)CC2)cc1	-2	1	-12	-1	-10	1	-0.2	5
COC(=O)c1ccc(CSC(=N)N)o1	-6	2	-15	-4	-3	2	9.3	-16
O=C(CCSc1nc(-c2ccco2)cc(C(F)(F)F)n1)NCCc1ccccc1	-2	-15	.	.	-7	-1	.	0
COCCCNC(=O)C[C@H]1C[C@H](C(=O)N2CCOCC2)[C@@]2(C)c3[nH]c4ccc(Cl)cc4c3CCN2C1=O	-2	-11	-6	-3	-4	12	-0.1	6
O=C(NCCOc1ccccc1)c1ccccc1Cl	8	-10	-7	2	.	0	.	1
C=CCOc1cccc(C2C(C(=O)c3ccco3)=C(O)C(=O)N2Cc2cccnc2)c1 (configuration not stated)	0	-15	3	1	-7	1	33*	11
O=C(CCc1nnc2n(CCc3ccccc3)c(=O)c3ccccc3n12)NCCCN1CCCCC1	1	-7	-14	-5	.	12	.	.
CCN(CC)C(=O)CN1C(=O)C2(OCC(C)(c3ccccc3)CO2)c2ccccc21 (configuration not stated)	4	-1	.	.	2	-2	.	-10
COc1cc(OC)nc(N/N=C(\c2ccccc2)c2ccncc2)n1	2	-9	-1	-2	-2	3	-1.2	2
Cc1ccc(NC2CCCN(C(=O)c3cccnc3)C2)cc1C (configuration not stated)	5	-14	-2	0	.	-2	.	.
CC1CCCN(CCCNC(=O)C2CCCN(c3ncnc4c3nc3n4CCCCC3)C2)C1 (configuration not stated)	2	-4	-14	-4	-1	-2	-0.1	-12
C#CCOCCOCCOCCNc1nc(N2CCN(C(=O)Cn3cc(CC(C)O)nn3)CC2)nc(N2CCN(C(=O)[C@H]([C@@H](C)O)n3cc(CCCCN)nn3)CC2)n1 (some centres not stated)	7	-1	-23	7	2	1	-0.1	0
CCNC(=S)NC1CC2CCC(C1)N2Cc1ccccc1 (configuration not stated)	-2	1	.	.	.	-1	.	2
COc1ccccc1NC(=O)CCC(=O)OCc1ccc(Cl)cc1	-9	2	-12	0	-2	1	2.5	7
Cc1ccc(S(=O)(=O)Nc2ccc3c(c2)CC(=O)N([C@@H](C)CO)C[C@H](C)[C@H](CN(C)Cc2ccc(Oc4ccccc4)cc2)O3)cc1	-2	0	5	-2	1[16.7 µM]	51	-0.4	-1
O=C(CCc1ccccc1)NC1(Cc2ccccc2)CCN(CCCc2ccccc2)C1=O (configuration not stated)	2	3	-30	-2	35	1	0.1	4
O=C(O)C(NC(=O)c1ccccc1)=C(Cl)Cl	-4	-7	.	.	-4	-2	.	-13
COc1ccc(C(=O)N2CCC3(CC2)NCCc2[nH]cnc23)cc1	1	3	-5	-1	0	-2	.	-6
CN(C)CCCNC(=O)C[C@H]1CC[C@@H]2[C@@H](COc3ccc(NC(=O)c4ccc5c(c4)OCO5)cc3C(=O)N2C)O1	-1	14	0	-1	-2[16.7 µM]	1	0.0	5
COc1ccc(S(=O)(=O)N2CCCCC2C(=O)O)cc1OC (configuration not stated)	5	4	.	.	-2	2	.	-5
C[C@H](CO)N1C[C@H](C)[C@H](CN(C)Cc2ccc(Cl)c(Cl)c2)Oc2c(NC(=O)c3nc4ccccc4s3)cccc2C1=O	0	2	8	1	23[16.7 µM]	0	-5.5	4
O=C(NO)c1cc(OCC(F)(F)F)ccc1OCC(F)(F)F	-1	12	.	.	7	1	.	0
COc1ccc(Cl)cc1C(=O)NNC(=O)c1ccncc1	11	-6	-1	.	-7	0	0.1	-2
COc1cc(C2c3cc4c(cc3C(O)C3COC(=O)C23)OCO4)cc(OC)c1OC (configuration not stated)	.	.	-13	8	48	.	6.5	-21
Cc1ccc(N2CCN(C(=O)c3cc(C(=O)c4ccccc4C)c[nH]3)CC2)c(C)c1	.	.	-8	-2	-4	.	5.8	.
CCn1nc(C)c(CNC(=O)C2CCC(=O)N(CCc3ccc(Cl)cc3)C2)c1C (configuration not stated)	1	-4	-3	1	.	1	.	.
C[C@@H]1CN([C@@H](C)CO)C(=O)c2cc(NC(=O)NC3CCCCC3)ccc2O[C@@H]1CN(C)C(=O)NC1CCCCC1	-1	3	12	0	2[16.7 µM]	-2	-0.1	-2
CCOC(=O)c1ccc(NC(=O)Cn2ccc([N+](=O)[O-])n2)cc1	2	-4	-10	.	0	-1	0.2	2
COc1ccc(CN2CCN(C(=O)c3cccc4ccccc34)CC2)cc1OC	9	2	-8	0	1	-2	.	2
CCOc1ccc(N(C)C(=O)CCc2nnc3ccc(N4CCC5(CC4)OCCO5)nn23)cc1	-1	-16	2	-7	-4	5	.	10
CCN1CCN(c2c(Cl)cccc2NC(=O)c2cc3ccccc3o2)CC1	1	-4	3	-2	-4	-1	-0.8	.
CCN(CC)C(=O)[C@H]1C[C@H](CC(=O)NCCCN(C)C)C(=O)N2CCc3c([nH]c4ccc(Cl)cc34)[C@]12C	-1	10	1	-2	-4	13	0.0	9
C[C@@H]1CCCCO[C@H](CN(C)S(=O)(=O)c2ccccc2)[C@@H](C)CN([C@H](C)CO)C(=O)c2cc(NC(=O)CCCN(C)C)ccc2O1	1	11	8	-2	-1[16.7 µM]	-5	-0.1	-8
Cc1ccc(S(=O)(=O)NCCC(=O)Oc2ccc3ccc(=O)oc3c2)cc1	3	9	-8	-12	237*	0	-0.1	-3
Cc1cccc(NC(=O)CN(C)S(=O)(=O)c2ccccc2)n1	.	-19	.	.	0	10	.	3
CCc1ccc(NC(=O)CSc2nccn(-c3ccc4c(c3)OCCO4)c2=O)cc1	0	-4	-27	-8	.	1	0.1	.
c1ccc(-c2noc(CSc3nnnn3C3CCCCC3)n2)cc1	-1	-8	.	.	-2	0	.	-2
COc1ccc(NC(=O)Nc2cccc3c2O[C@H](CN(C)S(=O)(=O)c2ccccc2)[C@H](C)CN([C@@H](C)CO)C3=O)cc1	-3	-12	-6	-1	-4[16.7 µM]	-14	-0.1	19
COc1cc2[nH]c(=O)c(C(=O)NCc3ccccc3Cl)c(O)c2cc1OC	3	-15	-6	-2	1	-1	0.2	15
CC=Cc1ccc2n(c1=O)C[C@H]1[C@H](CO)[C@@H](C(=O)NC3CCC3)[C@@H]2N1Cc1cccnc1 (mixture of isomers)	0	-2	-13	0	.	-5	-0.5	.
C[C@@H]1CN([C@@H](C)CO)C(=O)c2cccc(NS(=O)(=O)c3cccs3)c2O[C@H]1CN(C)S(=O)(=O)c1ccccc1	-2	-7	3	-2	-6[16.7 µM]	-3	-0.1	-2
Cc1ccc(C(=O)N/C(=C\c2ccc(C(C)C)cc2)C(=O)NCCCN2CCOCC2)cc1	1	3	.	.	6	5	-0.6	-5
CC(=O)Nc1ccc(S(=O)(=O)Nc2ccn(Cc3ccccc3Cl)n2)cc1	0	11	-7	3	.	2	0.1	.
CCCCN(C(=O)Cn1nnc2ccccc21)C(C(=O)NCCOC)c1ccccc1 (configuration not stated)	5	3	.	.	1	1	.	-9
Cc1cc(Cl)ccc1N=c1ssnc1Cl	3	-3	.	.	-5	-2	.	-19
C[C@@H]1CCCCO[C@@H](CN(C)C)[C@@H](C)CN([C@@H](C)CO)C(=O)c2cc(NC(=O)Nc3cccc4ccccc34)ccc2O1	-4	9	31	3	0[16.7 µM]	2	1.8	-5
C[C@H](CO)N1C[C@H](C)[C@@H](CN(C)Cc2ccc(Oc3ccccc3)cc2)Oc2ccc(NC(=O)Cn3cnnn3)cc2CC1=O	0	13	-20	-4	1[16.7 µM]	-4	-9.7	-3
COc1ccc(OC)c(S(=O)(=O)Nc2ccccc2C)c1	0	6	10	-4	47	0	.	-19
O=C(C1CCC1)N1CCN(S(=O)(=O)c2cccc(F)c2)CC1	-1	0	-2	-2	.	1	-1.1	.

Other results follow:
Structure	PglD inh	RAD54 branch	RAD52 anneal inh	ERAP1 inh	miR122 inh	Cneo AK release	E-sel inducer	PGC1a acetyl inh
CN(Cc1nc(Cc2ccccc2F)no1)Cc1cccc2ncccc12	-2	-10	-18	-6	-16	1	.	0
CCCCCCCNC(=O)C1(CC2CC(c3ccc(Cl)cc3)=NO2)CCN(C(=O)Cc2ccc(F)cc2)CC1 (configuration not stated)	-2	-5	-22	0	0	1	0.1	4
CCOCCn1c(=NC(=O)c2ccc(S(=O)(=O)N3CCOCC3)cc2)sc2cc(S(N)(=O)=O)ccc21	5	1	-5	-4	3	-6	-3.5	1
O=C1c2ccccc2C(=O)N1CCCCSc1nnnn1-c1ccccc1	-5	-7	.	.	-7	-3	.	1

Source: PubChem (Broad Institute)
